# Assay outcomes from PubChem.
# GPR151 ag – activators of human GPR151; Q8TDV0; PathHunter beta-arrestin GPR151 cells, luminescence; activation, % at 11.2 µM; 650,000 compounds, 1% hits; AID 1508602; in the data active means activation above about 4.9%;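 further: 0% = median of compound wells and 100% = cells with positive control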
# Target sequence (Q8TDV0 whole entry, looked up): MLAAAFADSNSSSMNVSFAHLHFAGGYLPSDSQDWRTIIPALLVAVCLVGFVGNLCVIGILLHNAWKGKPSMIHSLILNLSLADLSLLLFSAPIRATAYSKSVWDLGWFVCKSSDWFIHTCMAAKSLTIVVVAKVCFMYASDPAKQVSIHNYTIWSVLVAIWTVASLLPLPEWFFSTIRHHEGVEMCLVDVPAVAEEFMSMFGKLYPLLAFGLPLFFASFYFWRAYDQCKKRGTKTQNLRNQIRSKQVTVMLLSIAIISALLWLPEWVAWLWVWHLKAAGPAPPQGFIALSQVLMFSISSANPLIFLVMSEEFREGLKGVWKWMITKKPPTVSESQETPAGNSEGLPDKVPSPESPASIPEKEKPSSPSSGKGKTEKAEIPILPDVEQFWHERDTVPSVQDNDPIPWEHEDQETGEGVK
# TEAD-YAP inh – TEAD-YAP interaction inhibition; HEK-TIYL cells, TEAD-Gal4/YAP UAS-luciferase luminescence; inhibition, % at 9.12 µM; 640,000 compounds, 1.4% hits; in the data active means inhibition above about 32%;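 further: 0% = median of test compound wells and 100% = reference inhibitor wells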
# MITF inh – human MITF inhibition, primary screen | O75030 | AlphaScreen MITF homodimerization, bead proximity signal | 650,000 compounds, 0.91% hits | inhibition, % at 2.6 µM | AID 1259374; in the data active means inhibition above about 50%;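 further: 0% = vehicle wells with protein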
# Target sequence (O75030 whole entry, looked up): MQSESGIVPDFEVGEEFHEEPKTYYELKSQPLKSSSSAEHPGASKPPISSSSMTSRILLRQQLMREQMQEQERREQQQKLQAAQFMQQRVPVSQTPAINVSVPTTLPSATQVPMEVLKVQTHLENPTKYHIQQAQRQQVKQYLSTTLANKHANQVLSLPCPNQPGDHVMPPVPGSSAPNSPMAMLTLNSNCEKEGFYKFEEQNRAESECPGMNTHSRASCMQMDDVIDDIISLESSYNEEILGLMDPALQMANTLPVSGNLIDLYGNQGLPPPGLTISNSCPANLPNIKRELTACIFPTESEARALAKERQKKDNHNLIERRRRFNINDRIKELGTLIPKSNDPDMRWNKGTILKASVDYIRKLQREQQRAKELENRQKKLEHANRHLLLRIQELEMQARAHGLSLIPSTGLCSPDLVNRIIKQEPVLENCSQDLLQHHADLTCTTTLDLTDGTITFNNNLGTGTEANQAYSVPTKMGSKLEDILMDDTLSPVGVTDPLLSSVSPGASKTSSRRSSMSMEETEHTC
# FBW7 act – activators of human E3 ligase FBW7. Q969H0. AlphaScreen FBW7–phospho-cyclin E peptide binding, activator screen. normalized activity (activation), % at 26.1 µM. 650,000 compounds, 0.13% hits; in the data active means normalized activity above about 1.9%;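 further: purified mutant Fbw7 with reduced substrate affinity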
# * = called active by the depositor. Outcome played no part in choosing rows; about 3.4% have a hit in one of these screens.
SMILES,GPR151 ag,TEAD-YAP inh,MITF inh,FBW7 act
Oc1ccc(-c2cc(-c3ccccc3Cl)c3cc(Br)ccc3n2)cc1,1.5,2,-14,-0.1
O=C(c1ccncc1)N1CCN(Cc2ccccc2Br)CC1,-0.4,0,62*,-0.3
CC(=O)c1nnn(-c2ccc(F)cc2)c1NCc1ccncc1,0.0,1,2,0.1
Cc1ccc(C(C)(C)C)c(OCCn2ccnc2)c1,-1.8,-13,28,-0.1
O=C(Nc1cccc(N2CCC(NCC3(c4ccccc4)CCOCC3)CC2)c1)C1CC1,-0.1,-2,5,0.1
CCOC(=O)C1=C(C)OC(N)=C(C#N)C1c1ccc(OC)c(OCC)c1 (stereo not given),5.2*,1,-22,0.0
CCN(CC)C(=O)C1CCCN(C/C=C/c2ccccc2)C1 (stereo not given),-0.2,1,47,0.3
Cc1c(C(=O)N2CCOCC2)oc2c1-c1nn(CC(=O)NC(C)c3ccccc3)cc1CC2 (stereo not given),-0.8,6,-8,0.0
COCCNC(=O)c1ccccc1NC(=O)C(C)N(c1ccc(C)c(C)c1)S(C)(=O)=O (stereo not given),-0.7,2,1,0.0
CN1CCC(=NNC(=O)c2ccc(Br)cc2)CC1,1.2,-6,-1,0.0
O=C1N[C@@H](Cc2c[nH]c3ccccc23)C(=O)N2CCN(Cc3cnn(-c4cccc(Cl)c4)c3)C[C@H]12,-0.1,10,22,0.2
C=CCc1cc(OC)ccc1OCCOCCN(C)C,1.0,4,42,-0.3
COc1ccc(N(CC(=O)NC2CCCCCCC2)S(=O)(=O)c2c(C)noc2C)cc1,0.2,-5,-10,0.0
CCC1(c2ccc(F)cc2)NC(=O)NC1=O (stereo not given),1.7,-6,-11,-0.1
Cn1c(N2CCCCC2)nc2c1c(=O)n(Cc1cccc(Cl)c1)c(=O)n2C,-0.1,4,19,0.1
Cc1ccc(N(Cc2ccc(Br)cc2)C(=O)c2ccc([N+](=O)[O-])cc2)cc1,1.3,-12,-2,-0.1
COc1ccc(CCNC(=O)N2CCCC(COCc3ccccc3)C2)cc1 (stereo not given),-0.2,-10,3,0.0
CC(=O)c1ccc(OCCn2cnc3ccccc32)cc1,0.3,-14,9,-0.1
O=C(O)c1ccc(NCc2ccc(Cl)cc2)cc1,-0.2,0,-5,0.1
Cc1cccc2nc(CNC(=O)CCc3nnc(C4CCCCC4)o3)cn12,-0.4,5,-1,0.1

# Some of these compounds in order of heavy-atom count, rising.
SMILES,GPR151 ag,TEAD-YAP inh,MITF inh,FBW7 act
O=C(O)c1ccc(NCc2ccc(Cl)cc2)cc1,-0.2,0,-5,0.1
CC(=O)c1ccc(OCCn2cnc3ccccc32)cc1,0.3,-14,9,-0.1
Cc1ccc(N(Cc2ccc(Br)cc2)C(=O)c2ccc([N+](=O)[O-])cc2)cc1,1.3,-12,-2,-0.1
COc1ccc(N(CC(=O)NC2CCCCCCC2)S(=O)(=O)c2c(C)noc2C)cc1,0.2,-5,-10,0.0

# The listing continues:
SMILES,GPR151 ag,TEAD-YAP inh,MITF inh,FBW7 act
CCOC(=O)C(Cc1ccccc1)C(=O)Nc1cccc(OC)c1 (stereo not given),-0.7,0,1,-0.1
Cc1c(Cl)cccc1NC(=O)C1CC(=O)N(c2ccc(F)cc2)C1 (stereo not given),-0.2,-9,2,0.1
COC(=O)c1ccc2nc(/N=C/c3cccc(OC)c3)sc2c1,-0.2,3,-10,-0.1
Cc1cccc(C(C)C)c1NC(=O)c1cccnc1,-0.9,-2,14,-0.1
COc1cc(C(=S)N2CCCCC2)ccc1OC(=O)Cc1ccccc1,-0.4,-2,7,-0.2
Cn1cc(SCc2ccc(F)cc2)c2ccccc21,1.0,-7,2,0.0
CC(=O)NC(=S)Nc1ccc(I)cc1,-1.7,-25,11,0.1
COCCCNc1nc2nonc2nc1N1CCN(C2C3CC4CC(C3)CC2C4)CC1 (stereo not given),2.9,-16,12,0.3
COC(=O)C1=CN(c2ccc(F)cc2)C=C(C(=O)OC)C1c1ccc(O)cc1,1.7,-14,-4,0.1
Cc1ccc(-c2[nH]c(-c3c[nH]c4ccccc34)nc2-c2ccccc2)cc1,0.1,-2,-4,0.3

# Of the compounds above, seven contain an aryl methoxy group:
SMILES,GPR151 ag,TEAD-YAP inh,MITF inh,FBW7 act
CCOC(=O)C1=C(C)OC(N)=C(C#N)C1c1ccc(OC)c(OCC)c1 (stereo not given),5.2*,1,-22,0.0
C=CCc1cc(OC)ccc1OCCOCCN(C)C,1.0,4,42,-0.3
COc1ccc(N(CC(=O)NC2CCCCCCC2)S(=O)(=O)c2c(C)noc2C)cc1,0.2,-5,-10,0.0
COc1ccc(CCNC(=O)N2CCCC(COCc3ccccc3)C2)cc1 (stereo not given),-0.2,-10,3,0.0
CCOC(=O)C(Cc1ccccc1)C(=O)Nc1cccc(OC)c1 (stereo not given),-0.7,0,1,-0.1
COC(=O)c1ccc2nc(/N=C/c3cccc(OC)c3)sc2c1,-0.2,3,-10,-0.1
COc1cc(C(=S)N2CCCCC2)ccc1OC(=O)Cc1ccccc1,-0.4,-2,7,-0.2

# Further results
SMILES,GPR151 ag,TEAD-YAP inh,MITF inh,FBW7 act
COc1cc2c(cc1OC)C(C(=O)NCCN(C)C)C(c1cccnc1)N(C)C2=O (stereo not given),-0.6,-4,-12,-0.1
O=C(Nc1ccc(Cl)cc1)c1cc(Cl)ccc1NS(=O)(=O)c1cccnc1,-0.1,-8,-1,0.1
CCOc1ccc(NC(=O)CSc2nc(NCCc3ccccc3)c3ccccc3n2)cc1,6.0*,3,4,0.1
O=C1c2cccc3cccc(c23)C(=O)N1c1cccc(Cl)c1,1.9,-2,11,0.2
Cc1noc(C)c1-c1nc(NCCO)c2ncn(Cc3ccc(C(F)(F)F)cc3)c2n1,0.6,-4,3,-0.1
CSCCC(NS(=O)(=O)c1ccccc1F)C(=O)NCc1ccco1 (stereo not given),0.6,2,4,0.0
O=C1Nc2ccc([N+](=O)[O-])cc2C1=Nc1ccc(F)c(F)c1F,0.5,5,11,0.1
CCOC(=O)N1CCN(C(=O)CN(C)S(=O)(=O)c2ccc(OC)c(Cl)c2)CC1,0.3,1,2,-0.1
O=C(NCc1nc(-c2ccccc2)no1)c1cccs1,-1.6,-12,-16,-0.2
CCCNC(=O)CC1(CC(=O)O)CCCC1,-0.6,0,8,-0.3
CC1=NN(C(=O)c2cccc([N+](=O)[O-])c2)C(O)(C(C)(C)C)C1 (stereo not given),0.0,-3,-3,0.1
CCOc1c([N+](=O)[O-])cc2c(C)c(C(=O)N3CCN(C)CC3)oc2c1OCC,1.5,-1,-1,-0.1
CC(=O)C1=C(O)C(=O)N(CCCNCCO)C1c1ccc(Cl)cc1Cl (stereo not given),0.2,6,-1,0.0
CCCCc1nc(-c2ccccn2)no1,-0.2,-39,2,-0.1
Cc1cccc(OCC(=O)OCC(=O)Nc2ccc(Cl)cn2)c1,-0.3,4,-5,-0.1
C/C=C/C(=O)N1CCC(c2nc3c(nnn3Cc3ccc(F)cc3)c(=O)[nH]2)CC1,-0.6,-4,-9,-0.1
CC1CCc2nn(CC(=O)N3CCc4ccccc43)cc2C1 (stereo not given),-0.6,5,9,0.6
CC1CCc2sc(NC(=O)c3ccc(Cl)cc3Cl)c(C#N)c2C1 (stereo not given),-0.4,-9,6,0.1
N#CC1=C2SCN(Cc3ccccc3)CN2C(=O)CC1c1cccc(F)c1 (stereo not given),4.1,-5,-3,-0.2
CCCCc1ccc(Nc2nc(C)cc(-n3nc(C)cc3C)n2)cc1,1.3,9,10,-0.1
CC(C)(C)NC(=O)COC(=O)C1=Cc2ccccc2OC1,0.6,4,12,0.2
Cc1ccc(CNCc2c(C(=O)O)c(C)n(Cc3ccccc3F)c2C)o1,0.5,-2,5,-0.2
CCOc1ccc(NC(=O)CCS(=O)(=O)c2ccc(Br)s2)cc1,1.3,6,-3,0.2
C=C(C)Cn1c(SCC)nc2c1c(=O)n(C)c(=O)n2C,-0.7,-10,4,0.6
NC(=O)CS(=O)(=O)c1ccc2ccccc2c1,-1.0,11,17,0.9
Cn1cc(C(=O)NCCCN2CCCC2)c2c3ccccc3n(C)c2c1=O,0.3,-6,-13,0.1
O=C1OC(c2ccc([N+](=O)[O-])cc2)=N/C1=C/c1cccs1,-0.5,-3,-8,0.1
O=C1CCCC2=C1C(c1ccc(C(F)(F)F)cc1)Nc1ccc(C(=O)c3ccccc3)cc1N2 (stereo not given),0.3,17,3,0.0
O=C(NCc1nc(-c2ccccc2)no1)c1ccc2c(c1)OCO2,-0.5,2,14,0.7
CCc1ccc2nc(Nc3nc(COC)cc(=O)[nH]3)nc(C)c2c1,0.2,0,9,0.3
Cc1ncoc1C(=O)NC1CCCc2c1cnn2-c1ccc(F)cc1F (stereo not given),-0.5,45*,6,0.0
Cn1c(=O)cc(OCC(=O)Nc2ccc(Oc3ccccc3)cc2)c2ccccc21,-0.1,-16,-18,0.1
COc1ccc(Br)cc1/C=C1/N=C(c2ccc(OC)c(OC)c2)OC1=O,-1.9,11,-1,0.0
Cc1cccc(CN2CCN(C(=O)c3ccc(F)cc3)CC2)c1,-1.2,6,68*,0.9
O=C(N1CCN(S(=O)(=O)c2cccs2)CC1)C12CC3CC(CC(Cl)(C3)C1)C2,-0.8,-9,20,0.4
CCCCC(=O)N1c2ccccc2NC2=C(C(=O)CCC2)C1c1ccc(N(C)C)cc1 (stereo not given),-1.7,7,28,0.7
Fc1ccccc1-c1nc(Nc2ccc(C(F)(F)F)cc2)c2ccccc2n1,2.2,4,-12,0.0
O=C(COC(=O)c1cnc(Cl)c(Cl)c1)c1ccc(F)cc1,0.1,12,-7,0.0
Cc1[nH]c2ccc(OC(F)(F)F)cc2c1CCNC(=O)c1ccccc1Cl,-1.2,-6,19,0.3
Cc1cc(C=C2C(=O)N(C)C(=O)N(C)C2=O)c(C)n1-c1ccccc1F,-1.1,3,16,-0.8
COc1ccc2c(=O)c(-c3ccccn3)coc2c1,-8.4,6,-4,-0.1
CCOC(=O)c1sc(NC(=O)C(C)Oc2ccc(F)cc2)c(C(=O)OCC)c1C (stereo not given),-0.1,-16,-7,0.1
CC(C)(C)C1CCC2(CC1)NC(=O)N(CC(=O)Nc1nccs1)C2=O (stereo not given),0.1,-3,-9,-0.1
Cc1cc(Nc2ncnc(N)c2[N+](=O)[O-])ccc1Br,2.8,7,9,1.3
CCCCCCCOC(=O)C1=C(C)Nc2nnnn2C1c1ccc(F)cc1 (stereo not given),1.5,17,5,0.0
O=C(Cc1ccccc1)NN/C=C/C(=O)c1ccc(F)cc1,0.4,-12,-13,-0.1
Cc1cc(C(=O)OCC(=O)C(C)(C)C)c(C)o1,-0.6,9,27,0.7
N[C@@H](Cc1ccc(Br)cc1)C(=O)N1CCC(NC(=O)Nc2ccncc2)CC1,0.4,-3,5,0.1
CCOc1ccccc1Nc1nnc(SCc2cc(C(C)=O)ccc2OC)s1,-0.2,-3,-7,0.0
O=C(Nc1nnc(SCC(=O)N2CCCc3ccccc32)s1)c1ccccc1Br,1.6,-9,14,0.1
# The results go on:
SMILES,GPR151 ag,TEAD-YAP inh,MITF inh,FBW7 act
Oc1ccc(Cl)cc1-c1ccc2cccnc2n1,-1.2,-57,-10,0.2
O=C1NCCCc2c1oc1cc(Br)c(O)c(Br)c21,0.6,-4,-1,-0.1
COC(=O)c1cc2c(N3CCC(Cc4ccccc4)CC3)ncnc2s1,5.5*,-2,5,-0.2
COCCNC(=O)c1ccc(-c2ccccc2C)nc1N(C)C,1.2,-15,-5,-0.1
COc1ccc(OCC(=O)Nc2nn3c(-c4cccs4)nnc3s2)cc1,3.5,-6,-3,0.0
CCOc1ccc(Br)cc1S(=O)(=O)NCc1ccc(S(N)(=O)=O)cc1,-0.8,3,-9,-0.2
O=C(COC(=O)c1cc(S(=O)(=O)N2CCOCC2)ccc1F)c1ccccc1,0.6,3,-2,0.0
Cc1cc(NC(=O)Nc2cn(C)c(=O)c3ccccc23)no1,1.1,9,6,0.0
CCCCOc1ccccc1C1C(C(=O)OCCOc2ccccc2)=C(C)NC2=C1C(=O)CC(C)(C)C2 (stereo not given),-0.8,-6,10,-0.1
CCCCN(CCCC)CCNS(=O)(=O)c1ccc(OC)c2ncccc12,0.7,3,2,-0.1
Cc1nc2nc[nH]n2c(=O)c1CCC(=O)NCCCc1ccccc1,-0.1,0,-13,0.2
CCc1ccc(NC(=O)CSc2ncnc3c2oc2ccccc23)cc1,-0.9,0,-8,0.0
O=c1[nH]ncc(N/N=C\c2cccc([N+](=O)[O-])c2)c1Cl,-1.3,5,-6,-0.1
Cc1nc(N2CCN(c3ccc([N+](=O)[O-])cc3)CC2)c2c3c(sc2n1)CCCC3,0.7,4,-5,-0.1
C=CCOc1ccc(C2/C(=C(/O)c3ccc(OCC=C)cc3C)C(=O)C(=O)N2CCCN2CCOCC2)cc1 (stereo not given),1.6,-4,-7,-0.1
Cn1c(Cc2csc(N)n2)n[nH]c1=S,-0.2,-6,-9,-0.1
CC1(Cc2ccc(C(F)(F)F)nc2)C(=O)Nc2cc(F)ccc21 (stereo not given),0.4,1,-10,-0.1
CC(Oc1cccc(Cl)c1)C(=O)O/N=C(\N)c1cccnc1 (stereo not given),-1.7,3,8,0.0
C=C(C)Cn1c(N)nc2c1c(=O)[nH]c(=O)n2C,0.5,3,1,0.2
CCOc1cc(/C=C2\SC(=N)N(c3nonc3N)C2=O)ccc1O,0.9,-63,-8,-0.1
Cc1cc(N2CCOCC2)c(F)cc1C(=O)c1ccccc1,1.0,8,1,0.1
CN(C)c1cccc(Nc2nc(NCCOc3ccccc3)c3ncn(-c4ccsc4)c3n2)c1,-0.4,4,14,1.1

# Record cards, from the list above. Screens in order: GPR151 ag	TEAD-YAP inh	MITF inh	FBW7 act
# Listed for C=C(C)Cn1c(N)nc2c1c(=O)[nH]c(=O)n2C → 0.5	3	1	0.2
# Listed for CCc1ccc(NC(=O)CSc2ncnc3c2oc2ccccc23)cc1 → -0.9	0	-8	0.0
